NFkB transloc inh: blocks IL-1B driven NFkB nuclear translocation in HUVEC cells | AID 796 | HUVEC IL-1B NFkB p65 nuclear translocation imaging | 94,000 tested, 0.43% active | inhibition, % at 2 µM;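 active = inhibition above about 30% together with a positive call from visual inspection of the well image, limit read from the data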;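 note: nuclear over cytoplasmic p65 intensity ratio measured by imaging; 0% = IL-1B stimulated DMSO wells and 100% = unstimulated DMSO wells; values of inactives mirror those of a sister screen read the other way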
Bcl-B TR3 displacers: displacers of TR3 peptide from Bcl-B, primary screen, selectivity assay for Bfl-1 inhibitor project, biochemical, fluorescence polarization | FP displacement of FITC-TR3 peptide from Bcl-B; higher % means a stronger effect | displacement, % at 20 µM; hits with a dose series show IC50 in µM | 96,000 tested, 0.11% active;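 active = displacement above 50% at 20 µM plus a fluorescence interference ratio under 1.5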;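 note: plate controls were wells without compound for no effect and wells lacking Bcl-B protein for full effect; a part of the inactive calls stands beside numbers as strong as those of hits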
NFkB transloc pot: enhances IL-1B driven NFkB nuclear translocation | AID 819 | 94,000 tested, 0.3% active | activation, % at 2 µM | HUVEC IL-1B NFkB p65 nuclear translocation imaging;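 active = activation above 40%, about the mean plus 3 SD, also judged a hit on visual image review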;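 note: percent activation is computed from the nuclear over cytoplasmic p65 intensity ratio; values of inactives mirror those of a sister screen read the other way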
MRP resist rev: reverses drug resistance mediated by MRP; H69AR cells + 2 uM doxorubicin, CellTiter-Glo, 72 h; differential viability (reversal), % at 10 µM; 85,000 tested, 0.04% active; AID 602;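 active = viability drop by adding the cancer drug above about 55%, with treated viability meeting a 40% cutoff, limit read from the data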;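 note: viability without doxorubicin minus viability with 2 µM doxorubicin for each compound; larger differential means the compound sensitizes cells more to doxorubicin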
PLAP inhibition: inhibition of human placental alkaline phosphatase – biochemical, luminescence, HTS (AID 690); one-dose inhibition, % at 20 µM; IC50 in µM for titrated hits; 96,000 tested, 0.08% active; purified PLAP, luminescent substrate; higher % means a stronger effect; in the data active = a potency from the dose series; inactive = the rest, 99 in 100 with inhibition below about 30%; note: strong numbers were not always called active
MRP resist rev cytotoxicity: further read-out of MRP resist rev, marked with its call; viability, %; H69AR cells, CellTiter-Glo, 72 h; measured here: cytotoxicity without doxorubicin
MRP resist rev with doxorubicin: recorded beside MRP resist rev, whose call it bears; viability, %; measured here: viability with 2 uM doxorubicin; stronger effect = lower value
NFkB transloc inh cell count 2 µM: second read-out of NFkB transloc inh, no call of its own (marks repeat the call); cell count; measured here: cells passing quality filter;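 raw number of nuclei counted in each imaged well without normalization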
NFkB transloc pot cell count 2 µM: second read-out of NFkB transloc pot, no call of its own (marks repeat the call); cell count; measured here: cells passing quality filter
Numbers without * were called inactive; . = not tested or not shown. An excerpt; the hit share may differ from the screen's.

SMILES,NFkB transloc inh,NFkB transloc inh cell count 2 µM,Bcl-B TR3 displacers,NFkB transloc pot,NFkB transloc pot cell count 2 µM,MRP resist rev,MRP resist rev cytotoxicity,MRP resist rev with doxorubicin,PLAP inhibition
O=C(Nc1ccc2c(c1)CCC2)c1cnn2c1NC(c1ccco1)CC2C(F)(F)F (centres undefined),-10.2,119,-2.3%,10.2,119,-15.3,30.4,45.7,6.6%
O=C(CSc1ncnc2c1oc1ccccc12)Nc1cccc(Cl)c1,1.6,90,-2.4%,-1.6,90,-4.3,70.9,75.2,10.4%
C=CC[n+]1c(-c2ccc(OC)cc2)csc1NNC(=O)Nc1ccccc1,-15.9,77,0.4%,15.9,77,9.3,94.9,85.6,-9.3%
COc1cc(NC(=O)c2ccc(Cl)cc2)c(OC)cc1NC(=O)CN1CCOCC1,10.1,106,9.2%,-10.1,106,-2.0,83.4,85.4,-50.1%
CCOC(=O)C1=C(Cn2cnc3ccccc32)NC(=O)NC1c1cc(C)ccc1C (centres undefined),2.5,164,-2.7%,-2.5,164,-8.3,16.2,24.6,32.0%
CNc1nc(C)nc(-c2ccccc2O)n1,10.8,166,-3.0%,-10.8,166,2.5,83.4,81.0,9.8%
COc1ccc(CN(Cc2ccccn2)S(=O)(=O)c2ccc(-n3cnnn3)c(OC)c2)cc1,-21.2,184,-5.3%,21.2,184,-8.4,77.3,85.7,-61.8%
CC(=O)OC(C(=O)N1CCN(c2ccc(F)cc2)CC1)c1ccccc1 (centres undefined),-2.4,124,.,2.4,124,14.4,93.9,79.5,.
CCN1C(=O)/C(=C/c2cnn(C)c2C)SC1=S,1.1,177,-9.8%,-1.1,177,.,.,.,15.2%
Nc1ccc2nc(CN3CCOCC3)[nH]c2c1,-10.7,160,11.0%,10.7,160,.,.,.,5.2%
COc1cc(-c2c(C#N)c(N)nc3c2c(C)nn3-c2ccc(C)c(C)c2)cc(OC)c1OC,.,.,-35.4%,.,.,-5.3,59.9,65.2,-75.5%
CCCn1c(SCC(=O)Nc2nnc(CC)s2)nnc1-c1ccco1,-3.0,94,-3.4%,3.0,94,-13.7,87.1,100.7,-27.2%
Cc1ccc(OCCn2c(=O)sc3ccccc32)cc1,1.0,115,.,-1.0,115,23.1,103.4,80.3,.
CCOC(=O)NCC(C)(C)CNC(=O)OCC,-17.5,165,3.1%,17.5,165,1.6,92.5,90.9,9.2%
O=C(NNC(=O)c1cc(-c2ccccc2)nc2ccccc12)Nc1cccc(Cl)c1,-14.1,157,-3.7%,14.1,157,.,.,.,-91.0%
COc1ccc(-c2nc(C)c(C(C)=O)n2O)cc1OC,-3.1,143,9.3%,3.1,143,-1.8,83.2,85.0,-8.7%
Cc1cccc(OCCn2c(=O)n(C)c3ccccc32)c1,0.3,185,9.5%,-0.3,185,5.4,84.3,79.0,-19.4%
COc1ccc(C2C(C#N)=C(N)OC(C(C)(C)C)=C2C#N)cc1OC (centres undefined),-17.4,131,-0.8%,17.4,131,9.8,101.7,91.9,-40.8%
COC(=O)c1nn(-c2ccc(OC)cc2)c(=O)cc1Oc1cccc(Cl)c1,-0.9,179,-20.1%,0.9,179,.,.,.,3.1%
COC(=O)C1=C(N)Oc2cc(C)n(Cc3cccnc3)c(=O)c2C1c1cc(OC)ccc1OC (centres undefined),.,.,12.7%,.,.,8.0,95.6,87.6,-12.5%
CC(=O)NCC(=O)OCN1C(=O)c2ccccc2C1=O,10.2,112,.,-10.2,112,.,.,.,.
Cc1cc(=O)oc2cc(NC(=O)c3cc4ccccc4o3)ccc12,12.9,126,-91.1%,-12.9,126,.,.,.,16.6%
CCn1c(CCn2ccnc2C)n[nH]c1=S,-10.9,146,-4.6%,10.9,146,2.5,90.7,88.2,9.3%
Cc1oc(-c2cccs2)nc1CS(=O)CC(=O)NC1CCCCCC1 (centres undefined),-32.0,181,-22.2%,32.0,181,12.1,79.3,67.3,-63.6%
COc1ccc(N2CCN(S(C)(=O)=O)CC2)cc1,.,.,-2.6%,.,.,6.2,87.5,81.3,2.1%
CC1CCCN(S(=O)(=O)c2ccc(NC(=O)Cn3nnc(-c4ccccc4F)n3)cc2)C1 (centres undefined),-8.1,76,-9.9%,8.1,76,-25.4,44.7,70.1,24.0%
Cc1ccc(C(c2sc3nc(C)nn3c2O)N2CC(C)OC(C)C2)cc1 (centres undefined),10.1,128,-4.6%,-10.1,128,7.0,98.3,91.3,-50.5%
Cc1cc(=O)n2[nH]c(-c3cccnc3)nc2n1,-17.5,201,-5.0%,17.5,201,-6.1,80.7,86.7,-14.0%
O=C(c1cc(-c2ccccn2)nc2c(Cl)cccc12)N1CCN(C(=O)C2CCCO2)CC1 (centres undefined),-27.1,134,-4.0%,27.1,134,-5.0,84.3,89.4,-46.7%
O=C(CCNc1ccc(F)cc1)c1ccco1,-15.3,130,-7.4%,15.3,130,-22.2,1.1,23.3,10.9%

Reprinted from the part before: 2 entries, followed by the next part.
mol	NFkB transloc inh	NFkB transloc inh cell count 2 µM	Bcl-B TR3 displacers	NFkB transloc pot	NFkB transloc pot cell count 2 µM	MRP resist rev	MRP resist rev cytotoxicity	MRP resist rev with doxorubicin	PLAP inhibition
O=C(c1cc(-c2ccccn2)nc2c(Cl)cccc12)N1CCN(C(=O)C2CCCO2)CC1 (centres undefined)	-27.1	134	-4.0%	27.1	134	-5.0	84.3	89.4	-46.7%
O=C(CCNc1ccc(F)cc1)c1ccco1	-15.3	130	-7.4%	15.3	130	-22.2	1.1	23.3	10.9%
CCc1nc(SCC(=O)Nc2c(C)n(C)n(-c3ccccc3)c2=O)n[nH]1	-22.7	122	5.8%	22.7	122	-5.8	94.1	99.9	-27.4%
O=C(COc1ccc(S(=O)(=O)N2CCOCC2)cc1)Nc1ccccc1C(F)(F)F	11.3	139	-15.3%	-11.3	139	10.3	97.6	87.3	-0.8%
COc1cc(NC(=O)Cc2ccccc2)ccc1NC(=O)c1ccco1	-3.0	85	1.0%	3.0	85	-9.4	88.5	97.9	12.9%
Nc1nnc(Cc2ccc(Cl)cc2)s1	10.5	156	-5.3%	-10.5	156	3.2	104.1	101.0	-2.7%
O=C(NCc1ccco1)c1ccc(C(=O)NCc2ccco2)s1	7.3	147	1.2%	-7.3	147	.	.	.	4.9%
N=c1c(S(=O)(=O)c2ccccc2)cc2c(=O)n3ccccc3nc2n1CC1CCCO1 (centres undefined)	-9.4	117	-5.4%	9.4	117	25.3	50.2	24.9	-26.5%
c1cncc(Oc2cccc(Oc3cccnc3)c2)c1	6.7	122	.	-6.7	122	-8.3	99.1	107.4	.
Cc1cccc(-c2noc(CCCC(=O)Nc3ccc(C(N)=O)cc3)n2)c1	1.2	130	-27.7%	-1.2	130	-3.5	101.7	105.3	10.2%
CCOC(=O)c1ccc(CC(=O)c2ccc(O)cc2O)o1	-10.4	168	-47.5%	10.4	168	3.7	86.9	83.3	-7.0%
CCn1cc(Br)c(C(=O)Nc2cccc(SC)c2)n1	2.6	170	-3.2%	-2.6	170	-14.1	83.4	97.5	19.6%
CN1CC(=O)N(C)c2nc(Br)n(C)c2C1=O	.	.	4.4%	.	.	10.0	102.1	92.1	-1.5%
COCCCNC(=O)c1oc2ccc(S(=O)(=O)N(C)C3CCCCC3)cc2c1C	-14.1	146	16.8%	14.1	146	-2.8	69.4	72.3	-46.1%

(continued)
mol	NFkB transloc inh	NFkB transloc inh cell count 2 µM	Bcl-B TR3 displacers	NFkB transloc pot	NFkB transloc pot cell count 2 µM	MRP resist rev	MRP resist rev cytotoxicity	MRP resist rev with doxorubicin	PLAP inhibition
O=C(O)c1cc(-c2ccccc2)n(-c2ccccc2C(=O)O)n1	1.8	94	-1.9%	-1.8	94	-3.6	100.4	104.0	11.6%
CCCn1c(SCC(=O)Nc2c(CC)cccc2CC)nnc1C(C)C	5.5	129	-4.5%	-5.5	129	-1.5	89.7	91.1	-3.9%
CCOc1ccc(N(C(C)C(=O)Nc2ccc(OC)cc2)S(C)(=O)=O)cc1 (centres undefined)	0.2	148	-3.6%	-0.2	148	13.1	103.3	90.2	-57.6%
CCOc1ccc(CN2CCN(c3cc(C)nc4c5c(C)cc(C)nc5nn34)CC2)cc1	-13.1	101	2.4%	13.1	101	-25.1	31.6	56.7	-69.6%
CC(C)c1ccc(NC(=O)NC2CCN(CC(=O)Nc3cccc4ccccc34)CC2)cc1	3.8	166	-12.2%	-3.8	166	.	.	.	-64.3%
COc1ccc2nc3oc(C(=O)N4CCN(c5cccc(Cl)c5)CC4)cc3cc2c1	8.3	184	-7.7%	-8.3	184	0.5	95.5	94.9	-39.0%
Nc1nonc1-c1noc(CCCN2C(=O)c3ccccc3C2=O)n1	4.6	134	-4.8%	-4.6	134	3.4	89.8	86.3	-0.7%
CCOC(=O)Cc1csc(NS(C)(=O)=O)n1	-14.9	93	-1.4%	14.9	93	-8.2	91.8	99.9	9.1%
COc1ccc(-c2nc(N3CCCC3)[nH]c(=O)c2C#N)cc1	-13.9	130	.	13.9	130	.	.	.	.
Cc1cc(C(=O)CSc2nnc3c(Cl)cc(Cl)cn23)c(C)n1C	0.6	146	-5.4%	-0.6	146	.	.	.	4.2%
c1csc(-c2nc3ccccc3[nH]2)c1	-1.8	95	.	1.8	95	38.5	95.5	57.0	.
CSc1nnc(-c2cnccn2)n1C	-14.2	169	.	14.2	169	8.4	99.7	91.3	.

Compound profiles (already shown).
`Nc1nonc1-c1noc(CCCN2C(=O)c3ccccc3C2=O)n1` as listed: NFkB transloc inh = 4.6; NFkB transloc inh cell count 2 µM = 134; Bcl-B TR3 displacers = -4.8%; NFkB transloc pot = -4.6; NFkB transloc pot cell count 2 µM = 134; MRP resist rev = 3.4; MRP resist rev cytotoxicity = 89.8; MRP resist rev with doxorubicin = 86.3; PLAP inhibition = -0.7%
`CCCn1c(SCC(=O)Nc2c(CC)cccc2CC)nnc1C(C)C` as listed: NFkB transloc inh = 5.5; NFkB transloc inh cell count 2 µM = 129; Bcl-B TR3 displacers = -4.5%; NFkB transloc pot = -5.5; NFkB transloc pot cell count 2 µM = 129; MRP resist rev = -1.5; MRP resist rev cytotoxicity = 89.7; MRP resist rev with doxorubicin = 91.1; PLAP inhibition = -3.9%

Following part:
mol	NFkB transloc inh	NFkB transloc inh cell count 2 µM	Bcl-B TR3 displacers	NFkB transloc pot	NFkB transloc pot cell count 2 µM	MRP resist rev	MRP resist rev cytotoxicity	MRP resist rev with doxorubicin	PLAP inhibition
O=[N+]([O-])/C=C/c1cn(Cc2ccccc2)c2ccccc12	-12.8	93	-13.4%	12.8	93	.	.	.	-4.6%
CCCC(C(=O)NCc1ccco1)N(C(=O)CNS(=O)(=O)c1ccccc1)c1ccccc1OC (centres undefined)	-37.5	128	-6.4%	37.5	128	-11.4	81.3	92.7	-47.2%
NC(=O)c1ccc2c(c1)OCCO2	-19.5	98	-4.8%	19.5	98	-14.6	94.8	109.4	4.7%
COc1ccc(OC(=O)c2cccc([N+](=O)[O-])c2)c(C(=O)/C=C/c2cccs2)c1	3.4	203	9.9%	-3.4	203	1.4	3.4	2.0	24.5%
CCOC(=O)N1CCC(NCCNC(=O)c2ccccc2)CC1	1.1	102	-12.8%	-1.1	102	8.3	89.7	81.3	-0.1%
COc1cc(/C=N/Nc2nn3cnnc3c3ccccc23)ccc1O	8.4	162	-4.7%	-8.4	162	.	.	.	18.7%
COCc1cc(C)nc(NCCO)c1C#N	-17.2	153	-2.0%	17.2	153	7.5	106.2	98.7	-1.3%

Screening data deposited in PubChem by several laboratories.
